Compound activity as filed in PubChem BioAssay.
MgcRacGAP inhibition: MgcRacGAP GTPase-activating activity inhibitors, confirmation, biochemical, ADP Hunter fluorescence; inhibition, % at 30 µM; hits with a dose series show IC50 in µM; MgcRacGAP-stimulated Rac1 GTP hydrolysis, ADP Hunter fluorescence; higher % means a stronger effect; GST-tagged Rac1 F28L mutant substrate; 340,000 tested, 0.6% active;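 active = first-screen hits whose inhibition reached a set limit at any dose in the follow-up dose series; inconclusive = inhibition above the set first-screen limit but never retested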;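 also: fluorescence reports GDP produced by GAP-driven GTP hydrolysis; strong numbers were not always called active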
SV40 large T antigen: SV40 large T antigen inhibitors, biochemical (AID 1903) | SV40 large T antigen ATPase/helicase inhibition assay; higher % means a stronger effect | one-dose inhibition, % at 20 µM; IC50 in µM for titrated hits | 310,000 tested, 0.39% active; in the data active = a potency from the dose series; inconclusive = inhibition mostly from about 32% at the one dose, without a potency; inactive = the rest, 99 in 100 with inhibition below about 32%; also: strong numbers were not always called active
UTI89 phage lysis: protection from phage-mediated lysis, alamar blue read-out – E. coli UTI89, K1F phage, bacterial capsule biogenesis inhibitors (AID 488966) | E. coli UTI89 K1F phage lysis, alamar blue, 2 h; higher % means a stronger effect | one-dose inhibition, % at 100 µM; IC50 in µM for titrated hits | 340,000 tested, 0.02% active;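 active = phage lysis inhibition, versus mean bacterial control, above a set limit; inconclusive = no clear call, values can overlap the other calls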;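 also: capsule biogenesis inhibitors block K1F phage lysis so surviving cells raise fluorescence; higher fluorescence means more inhibition of phage lysis; actives were called in the ten point dose series up to 300 µM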
NTR1 agonist: agonists of NTR1, primary screen, imaging, U2OS cells, beta-arrestin-GFP, high content (AID 493036). NTR1-U2OS beta-arrestin-GFP spot imaging, agonist mode. activation, % at 20 µM. 330,000 tested, 0.17% active;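 active = activation at or above 40% of the spot to cytoplasm intensity ratio, with at least 20 cells analyzed; inconclusive = wells under 20 cells, flagged as cytotoxic or low count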;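 also: 0% = DMSO without peptide and 100% = 100 nM NTR1 peptide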
Target sequence (P30989 whole entry, looked up): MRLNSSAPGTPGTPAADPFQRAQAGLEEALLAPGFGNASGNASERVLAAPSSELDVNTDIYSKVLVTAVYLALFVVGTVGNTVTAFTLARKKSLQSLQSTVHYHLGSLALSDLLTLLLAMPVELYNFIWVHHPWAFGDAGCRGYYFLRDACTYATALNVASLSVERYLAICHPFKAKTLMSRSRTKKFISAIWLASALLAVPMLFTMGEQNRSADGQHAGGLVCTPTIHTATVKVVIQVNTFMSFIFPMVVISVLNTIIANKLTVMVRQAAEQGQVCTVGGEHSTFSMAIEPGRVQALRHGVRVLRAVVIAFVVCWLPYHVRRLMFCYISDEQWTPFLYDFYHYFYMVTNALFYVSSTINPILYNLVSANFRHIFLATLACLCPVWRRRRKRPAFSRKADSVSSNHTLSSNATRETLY
RSV antiviral HEp-2: inhibition of RSV-induced cytopathic effect – HEp-2 cells, primary 10 µM value included (AID 2391); HEp-2 cells, RSV-induced CPE inhibition; higher % means a stronger effect; CPE inhibition, % at 10 µM; hits with a dose series show IC50 in µM; 310,000 tested, 0.13% active; in the data active = a potency from the dose series; inconclusive = CPE inhibition mostly from about 23% at the one dose, without a potency; inactive = the rest, 99 in 100 with CPE inhibition below about 21%; also: strong numbers were not always called active
Myeloid diff 2: myeloid differentiation induction. ER-HoxA9 myeloid progenitors, lysozyme-GFP differentiation, flow cytometry. calls only at 10 µM. 360,000 tested, 1% active;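 active = normalized GFP-positive differentiation at or above the plate's own cutoff, the solvent-only control mean plus 3 SD; inconclusive = no clear call, values can overlap the other calls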;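 also: cells exposed to compound for four days before flow analysis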
T cell modulator: T cell immune modulators affecting CD8 T cell-vesicle binding | calls only at 7 µM | 2C CD8+ T cell-vesicle binding, flow cytometry; stronger effect = lower value | AID 2052 | 330,000 tested, 0.068% active;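 active = response, share of CD8 T cells binding vesicles, and their 90th percentile fluorescence all below set limits, cut at about 80% in these data, passing the limit was not always enough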
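Benchmarks: naked versus QL9-loaded vesicles / Assay system: purified 2C TCR transgenic mouse naive CD8+ T cells / Technique: high-throughput flow cytometry with anti-B7-1 and anti-CD8 staining / Timing: Cell–vesicle co-incubation 1.5 h at 37 °C, staining 20 min on ice / Read-out: percent CD8+ FL2 mean versus row control / Probe or stimulus: QL9-loaded Drosophila micro-vesicles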
TNAP activators: human TNAP enzyme activators, primary screen, biochemical, luminescent, no phosphate acceptor, uHTS (AID 1001) | purified TNAP, luminescent activation assay, no phosphate acceptor; higher activation fold means a stronger effect | one-dose activation fold at 20 µM; EC50 in µM for titrated hits | 200,000 tested, 0.03% active; in the data active = activation fold from about 3, or a potency from the dose series; inactive = the rest, 99 in 100 with activation fold below about 1.6; also: many of its hits are not listed in these tables
Salmonella PhoP GFP: PhoP-dependent GFP reporter repression – Salmonella Typhimurium, primary screen (AID 1863) | inhibition, % at 50 µM, or IC50 in µM where a hit was titrated | S. Typhimurium PhoP-regulated promoter GFP reporter, 4 h; higher % means a stronger effect | 300,000 tested, 0.16% active;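 active = inhibition over 29.93%, a cutoff 3 SD above the screen mean, later confirmed by dose response; inconclusive = inhibition over 29.93% but no dose response follow-up; inactive = inhibition at most 29.93% or unconfirmed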;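 also: 0% = low Mg2+ inducing control and 100% = high Mg2+ repressing control; strong numbers were not always called active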
T cell modulator vesicle-bound %: further read-out of T cell modulator, marked with its call; double positive events, %; measured here: CD8+ vesicle-bound cell fraction;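 binding gate set so that unloaded-vesicle control wells show 10% double positive cells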
NTR1 agonist cell count 20 µM: further read-out of NTR1 agonist, marked with its call; cell count; measured here: cell count, cytotoxicity flag
Myeloid diff 2 GFP+ MAC1+ %: second read-out of Myeloid diff 2, no call of its own (marks repeat the call); GFP+ MAC1+ double positive, %; measured here: differentiation confirmed by MAC1 staining
* = called active by the depositor; i = inactive; ? = inconclusive; / = no result given; [ ] = another dose, or the depositor's remark. Not a hit list; about 2.3% have a hit in one of these screens.

SMILES	MgcRacGAP inhibition	SV40 large T antigen	UTI89 phage lysis	NTR1 agonist	NTR1 agonist cell count 20 µM	RSV antiviral HEp-2	Myeloid diff 2	Myeloid diff 2 GFP+ MAC1+ %	T cell modulator	T cell modulator vesicle-bound %	TNAP activators	Salmonella PhoP GFP
Cn1cc(C(F)(F)F)nc1-c1ccc(OCC(O)CNCCOc2ccc(O)c(C(N)=O)c2)cc1 (centres undefined)	11.6%	22.1%	6.2%	-1.4	58	-1.8%	i	1.9	i	20.1	/	0.0%
O=C1C2C3C=CC(CC3)C2C(=O)N1/N=C/c1ccc(O)c(O)c1 (centres undefined)	74µM*	4.4µM*	4.8%	0.4	52	0.5%	i	0.4	i	50.0	0.7	4.0%
COC(=O)CNC(=O)C(CCSC)NC(C)=O (centres undefined)	2.5%	9.7%	2.0%	1.5	92	-0.5%	i	0.2	i	27.0	1	-3.4%
CC(C)CCC(C)NC(=O)CN1C(=O)NC(C)(c2ccc3ccccc3c2)C1=O (centres undefined)	8.1%	2.7%	-0.2%	-0.2	50	3.0%	i	0.5	i	62.2	/	1.8%
COc1ccc(C(NC(=O)/C=C/c2ccco2)c2ccc(OC)c(OC)c2)cc1OC	8.1%	12.0%	1.5%[50 µM]	4.5	72	0.9%	i	1.2	i	45.0	0.9	9.4%
COc1ccc(CCNC(=O)C2CCC(CNc3c(N4CCCC4)c(=O)c3=O)CC2)cc1OC (centres undefined)	11.3%	11.0%	0.6%	2.1	45	-1.2%	i	1.0	i	40.0	1.1	-5.3%
c1coc(Cn2nnnc2CN2CCN(C3CCCC3)CC2)c1	9.2%	16.8%	1.7%	1.7	89	0.4%	i	1.7	i	19.1	1.1	1.8%
CC(=O)c1cccc(NC(=O)Nc2c(C)nn(C)c2C)c1	6.9%	2.3%	1.0%	-1.8	89	0.9%	i	0.8	i	12.7	1	1.4%
COc1cccc(NC(=O)Cc2c(C(=O)O)[nH]c3ccccc23)c1	4.8%	16.6%	4.3%	1.5	47	-0.3%	i	1.1	i	11.3	1.1	-9.8%
CCOc1ccccc1C(=O)OCC(=O)Nc1cc(S(=O)(=O)N2CCOCC2)ccc1C	5.2%	/	0.7%[50 µM]	-2.2	59	0.8%	i	0.3	i	37.6	/	/
Cc1nc2sccn2c(=O)c1S(=O)(=O)Nc1ccc(N2CCN(C(=O)C(C)C)CC2)cc1	3.7%	-1.2%	0.6%	-0.6	56	2.7%	i	0.1	i	27.3	/	3.0%
CCN(CC)S(=O)(=O)c1ccc(Cl)c(NC(=O)COC(=O)/C=C/c2ccc(O)c(OC)c2)c1	21.2%	10.3%	2.2%[50 µM]	4.1	62	1.6%	i	0.7	i	33.7	1	6.5%
C/C(CC1CC(COCC(C)C)OC1=O)=N\Nc1nc(-c2ccccc2)cs1 (centres undefined)	17.1%	10.3%	-0.6%	3.4	49	2.8%	i	5.4	i	19.4	0.9	-11.7%
COC(=O)C1C(C(=O)OC)C1(c1ccccc1)c1ccccc1 (centres undefined)	2.0%	11.8%	1.9%	1.5	60	/	i	0.3	i	17.7	/	-9.0%
CCOc1cccc(OCCCCn2ccnc2)c1	31.3%	2.9%	0.4%	1.0	44	-1.0%	i	0.6	i	26.8	1	2.8%
C=C(C)COc1ccc(-c2ncncc2-c2ccc(OC)cc2)c(O)c1	9.4%	7.7%	-0.1%	5.7	87	10.0%	i	0.7	i	53.2	/	-1.9%
CCOC(=O)c1c(C)[nH]c(C(=O)OCC(=O)N(C)C2CCS(=O)(=O)C2)c1C (centres undefined)	10.4%	7.2%	-0.3%	1.5	43	-0.8%	i	0.8	i	19.8	1.1	0.3%
CCOC(=O)N1CCN(C(=O)C2CCN(C(=O)c3ccc(C(C)(C)C)cc3)CC2)CC1	4.8%	10.0%	0.4%	0.1	46	4.3%	i	0.5	i	36.5	/	-1.9%
O=S(=O)(c1ccccc1)N1CCN=C1SCc1ccc(Cl)c(Cl)c1	2.3%	10.3%	5.7%	2.1	30	21.2%	i	0.2	i	35.7	1.1	-4.8%
COc1ccc(NC(=O)c2cc(F)c(F)cc2Cl)cc1Cl	-0.3%	8.6%	0.4%	1.0	54	-1.0%	i	0.7	i	15.4	/	-5.6%
CCOc1cccc2sc(N(CCCN(C)C)C(=O)c3ccc(S(=O)(=O)N(C)CC4CCCO4)cc3)nc12 (centres undefined)	6.6%	2.7%	0.1%	0.8	46	0.3%	i	1.2	i	65.1	/	2.3%
COc1ccccc1CNC(=O)C(NC(=O)Nc1ccccc1)C(C)C (centres undefined)	3.6%	7.6%	0.3%	1.0	59	1.5%	i	0.8	i	23.9	/	-0.8%
COc1ccc(N(C(=O)CNC(=O)c2cccs2)C(C(=O)NCC2CCCO2)c2ccc(OC)c(OC)c2)cc1 (centres undefined)	5.8%	3.5%	3.6%	0.7	40	-0.6%	i	0.6	i	6.0	1.1	5.0%
O=C(NCCc1ccc(Cl)cc1)c1ccc(NC2=NC3CS(=O)(=O)CC3S2)cc1 (centres undefined)	4.7%	5.0%	0.4%	-2.3	60	1.5%	i	2.9	i	17.9	/	/
O=C(O)CCNS(=O)(=O)c1ccc2ccccc2c1	13.1%	8.9%	-0.2%	-0.1	62	0.2%	i	7.7	i	9.5	1.1	-9.9%
COc1cc(NC(=O)CN2CCN(c3ccccc3)CC2)c(C)cc1[N+](=O)[O-]	1.9%	0.2%	5.6%	0.2	53	-0.1%	i	0.8	i	29.1	1.4	13.3%
CCCn1c(SCC(=O)NC2CCCCC2)nnc1-c1ccncc1	1.4%	4.7%	2.8%	0.8	50	-0.3%	i	1.4	i	39.5	1	1.5%
CC1(C)OC(C)(C)/C(=C/Nc2ccc(O)cc2)C1=O	17µM*	23.8%	-0.4%	2.8	35	1.5%	i	0.5	i	54.9	0.9	-3.9%
C/C(N)=C(/C#N)C(=O)COC(=O)CNS(=O)(=O)c1ccc(F)c(F)c1F	6.2%	8.3%	0.1%	0.1	57	2.5%	i	0.0	i	57.5	1.7	-5.9%
COC(=O)c1ccc(C2C3=C(Nc4nnnn42)c2ccccc2OC3)cc1 (centres undefined)	3.0%	2.1%	0.4%	-0.4	80	4.1%	i	3.0	i	64.0	1.1	4.2%
COc1ccc(-c2cc3c(=O)n(CC(=O)N4CCN(C)CC4)ncn3n2)cc1	11.9%	3.4%	5.0%	-1.0	97	-0.1%	i	2.9	i	32.8	/	/
Cc1ccc(C(=O)Nc2c(-c3cccs3)c(=O)c3ccccc3n2C)cc1	9.6%	3.8%	5.0%	3.5	64	-0.8%	i	9.5	i	12.3	1.1	0.7%
O=C(CSc1nnc2ccccn12)NCCc1ccc(Cl)cc1	4.3%	6.8%	-0.1%	-1.1	57	0.0%	i	0.4	i	27.9	1.1	2.5%
COc1ccc(C(NC(=O)c2ccco2)c2ccc(OC)c(OC)c2)cc1OC	2.2%	-1.5%	0.8%	0.8	53	1.8%	i	9.7	i	21.3	1.1	-7.6%
COc1ccc(-c2csc(NC(=O)C3CC(=O)N(Cc4ccco4)C3)n2)cc1 (centres undefined)	4.8%	19.0%	0.0%	1.3	45	17.6%	i	1.3	i	49.8	1.1	-1.9%
O=C(Nc1nnc(C2CC2)o1)c1ccc(S(=O)(=O)N2CCCCC2)cc1	5.1%	28.3%	2.0%[50 µM]	0.3	58	-0.8%	i	0.5	i	23.5	/	-8.0%
O=C(Nc1ccc(Cl)c(S(=O)(=O)N2CCCC2)c1)c1cc(=O)[nH]c2ccccc12	4.7%	/	0.5%[50 µM]	0.5	67	/	i	0.1	i	56.0	/	/
COc1ccc(NC(=O)CSc2ccc(F)cc2)cc1S(=O)(=O)N1CCCCC1	4.3%	-0.2%	0.0%[50 µM]	0.7	62	11.9%	i	0.2	i	9.5	1.2	8.6%
O=C(CSc1nnnn1Cc1ccccc1)c1ccccc1	5.6%	8.8%	3.2%	-4.7	77	1.2%	i	1.0	i	17.1	1.2	-16.3%
CSc1ncccc1C(=O)N1CCN(S(=O)(=O)c2ccc3c(c2)OCCO3)CC1	2.5%	/	0.3%[50 µM]	0.2	56	/	i	0.3	i	51.2	/	/
Cc1oc(-c2ccc(Cl)cc2)nc1CS(=O)CC(=O)NC1CCCCC1 (centres undefined)	6.8%	13.0%	0.1%	0.4	56	1.8%	i	2.8	i	8.9	/	-11.9%
CCOC(=O)Cc1ncccc1C(=O)Nc1ccc(Oc2ccccc2)cc1	-3.1%	23.6%	-2.0%	1.0	35	1.0%	i	0.1	i	31.0	1.1	-1.7%
CC(C)(C)c1ccc(OCC(=O)N/N=C/c2cc(Br)ccc2OC(=O)c2ccco2)cc1	11.2%	-5.4%	0.4%	4.2	33	-1.8%	i	0.3	i	5.0	1.1	-0.3%
N=c1c(C(=O)NCCc2ccccc2)cc2c(=O)n3ccccc3nc2n1CCCN1CCOCC1	2.5%	25.3%	-1.4%	-0.7	47	0.2%	?	/	i	25.9	/	-3.9%
OCC[C@@H]1C[C@@H](O)[C@H](O)[C@@]2(Cc3ccccc3CCO2)O1	6.8%	15.8%	3.5%	2.8	88	1.1%	i	1.0	i	17.3	/	3.6%
CCCN(CC(=O)Nc1ccccc1OC)C(=O)C1CCCC1	-0.6%	2.1%	0.8%[50 µM]	-1.0	51	-0.7%	i	0.4	i	60.8	/	-6.7%
O=C(CCCSc1nnc(Nc2ccccc2F)s1)N1CCOCC1	10.6%	9.4%	0.1%	0.8	55	0.5%	i	0.5	i	58.3	0.8	2.3%
COc1ccc(OC)c(C(=O)COC(=O)C(CCSC)NC(=O)COc2ccccc2)c1 (centres undefined)	5.6%	3.2%	-0.1%[50 µM]	2.6	36	2.0%	i	1.2	i	57.8	/	-0.8%
O=C(COC(=O)/C=C/c1ccc(S(=O)(=O)N2CCOCC2)cc1)NCc1ccccc1	8.3%	8.2%	2.9%	-1.0	59	-2.1%	i	0.9	i	49.0	1.1	-6.5%
O=Cc1c(Nc2cccc(C(F)(F)F)c2)nc2ccccn2c1=O	/	6.3%	0.1%	2.0	86	7.6%	i	0.4	i	47.0	/	-7.9%
N#CC1=C(N)Nc2nc3ccccc3n2C1c1ccc(F)cc1 (centres undefined)	3.0%	1.2%	1.9%	3.1	48	1.5%	i	0.3	i	5.5	1.1	-8.2%
